# MBNL1-CUG inh: qHTS Assay for Inhibitors of MBNL1-poly(CUG) RNA binding. Muscleblind-like protein 1 (Homo sapiens), Q9NR56. TR-FRET MBNL1-His/biotin-(CUG)12 binding, 665/545 ratio. Potency, µM (doses to about 57.5 µM), for inactives: at the top dose activity change, negative = inhibition, most hits filed as inhibitors. hit rate 0.036% among 280,000; active = well fitted inhibition curve with a large enough effect in the signal ratio, with a control signal flat, not every such curve was filed as active; inconclusive = small, poorly fitted or top-dose-only effect, or effect the other way, or a change in a side signal; inactive = no such curve, though single readings can be large or run the other way; the % refers to the signal ratio; also: % is scaled to controls: 0 for no effect and ±100 for the full control effect
# Target sequence (Q9NR56 whole entry, looked up): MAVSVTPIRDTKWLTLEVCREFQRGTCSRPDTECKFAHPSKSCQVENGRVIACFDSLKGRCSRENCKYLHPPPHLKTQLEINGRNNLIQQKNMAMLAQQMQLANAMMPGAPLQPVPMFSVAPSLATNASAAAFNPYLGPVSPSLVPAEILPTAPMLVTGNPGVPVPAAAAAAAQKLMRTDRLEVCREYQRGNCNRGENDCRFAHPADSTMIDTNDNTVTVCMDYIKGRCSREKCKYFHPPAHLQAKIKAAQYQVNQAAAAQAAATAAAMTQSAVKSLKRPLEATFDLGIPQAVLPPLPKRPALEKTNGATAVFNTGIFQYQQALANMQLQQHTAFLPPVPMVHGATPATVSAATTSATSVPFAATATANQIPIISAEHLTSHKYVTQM
#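 MBNL1-His + Biotin-(CUG)12, cpd titration 92 nM–58 uM; Tb anti-His Ab 0.055 ng/ul, SA-XL665 5 nM (final); 60 min RT; ratiometric 665/545 nm, Ex 340 nm; normalized to buffer and full-complex controls.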
# ELG1 genotoxic: qHTS screen for small molecules that induce genotoxicity in human embryonic kidney (HEK293T) cells expressing luciferase-tagged ELG1; HEK293T ELG1-luciferase reporter, luminescence, 16 h; Potency, µM (titrated, usually from 46 µM), for the others: at the top dose activity change, positive = activation, usual class: activators; hit rate 1.3% among 330,000; AID 504466, 2011; also: % of control where 0% means no effect; nearly all actives have a fitted effect of over 60% in size
#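 After overnight (16 hr) compound treatment at 37 °C, ELG1-luciferase HEK293T cells were lysed with ONE-Glo; luminescence quantified 30 min later at room temperature.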
# Rab9 prom act: qHTS Assay for Rab9 Promoter Activators. hit rate 2.8% among 320,000. Potency, µM (titrated, usually from 9.22 µM), for the others: top-dose activation, negative = inhibition, usual class: activators. Huh7 Rab9 promoter-luciferase reporter, luminescence, 24 h; also: % of control where 0% means no effect; nearly all actives have a fitted effect of over 60% in size
#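 Promoter activation is measured as luciferase luminescence in Huh7 cells stably transfected with a Rab9 promoter–luciferase construct, following 24 h compound exposure at 37 °C and 10 min reagent incubation at ambient temperature.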
# VP16 counter: VP16 counterscreen qHTS for inhibitors of ROR gamma transcriptional activity; hit rate 3.5% among 310,000; Drosophila S2 Gal4-VP16 UAS-luciferase, luminescence, 20 h; Potency, µM (series often up to 53.6 µM), for the others: top-dose activity, negative = inhibition, actives largely listed as inhibitors; AID 2546, 2010;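 also: Gal4-VP16 expression switched on by copper sulfate through the metallothionein promoter; % is scaled to controls: 0 for no effect and ±100 for the full control effect; nearly all actives have a fitted effect of over 50% in size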
# p53 reactivation: qHTS assay for re-activators of p53 using a Luc reporter; hit rate 0.063% among 320,000; H1299 p53-A138V BP100-luciferase reporter, luminescence, 24 h; AID 504706, 2011; Potency, µM (series often up to 92.2 µM), for the others: at the highest dose activity change, positive = activation, most hits filed as activators; also: % of control where 0% means no effect; nearly all actives have a fitted effect of over 45% in size
#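 H1299 (p53-null), stable ts p53-A138V + BP100-Luc; 1000 cells/well, Opti-MEM/10% FBS; cpd 4 pt, 1:5; 24 h, 37 deg C, 5% CO2; detection reagent 10 min RT; luminescence.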
# NPC1 promoter act: qHTS Assay for NPC1 Promoter Activators; Huh7 NPC1 promoter luciferase reporter, 24 h; Potency, µM (titrated, usually from 9.22 µM), for inactives: at the top dose activation, hits mostly activators; hit rate 2.4% among 320,000;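 also: % of control where 0% means no effect; nearly all actives have a fitted effect of over 60% in size; reporter is driven by a mutant NPC1 promoter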
#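 Stable NPC1-promoter luciferase Huh7 line; cpd (DMSO) 24 h, 37 °C, 5% CO2; Amplite luciferase reagent 10 min RT; luminescence readout. qHTS format.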
# uPA generation: qHTS for Inhibitors of Cell Surface uPA Generation; cell surface uPA generation assay, qHTS; Potency, µM (series often up to 38.3 µM), without a hit: at the top dose activity change, negative = inhibition, usual class: inhibitors; hit rate 0.31% among 330,000; AID 540303, 2011; active = well fitted inhibition curve with a large enough effect; inconclusive = small, poorly fitted or top-dose-only effect; inactive = no such curve, though single readings can be large or run the other way; tested in mouse RAW 264.7 cells; also: % is scaled to controls: 0 for no effect and ±100 for the full control effect; nearly all actives have a fitted effect of over 55% in size
# RORgamma inh: qHTS for inhibitors of ROR gamma transcriptional activity; Nuclear receptor ROR-gamma (Mus musculus), P51450; Drosophila S2 Gal4-RORgamma UAS-luciferase reporter, 20 h; Potency, µM (doses to about 53.6 µM), without a hit: at the top dose activity change, negative = inhibition, usual class: inhibitors; hit rate 5.4% among 310,000; AID 2551, 2010; also: % is scaled to controls: 0 for no effect and ±100 for the full control effect; nearly all actives have a fitted effect of over 60% in size
# Target sequence (P51450 whole entry, looked up, the tested form may be a part): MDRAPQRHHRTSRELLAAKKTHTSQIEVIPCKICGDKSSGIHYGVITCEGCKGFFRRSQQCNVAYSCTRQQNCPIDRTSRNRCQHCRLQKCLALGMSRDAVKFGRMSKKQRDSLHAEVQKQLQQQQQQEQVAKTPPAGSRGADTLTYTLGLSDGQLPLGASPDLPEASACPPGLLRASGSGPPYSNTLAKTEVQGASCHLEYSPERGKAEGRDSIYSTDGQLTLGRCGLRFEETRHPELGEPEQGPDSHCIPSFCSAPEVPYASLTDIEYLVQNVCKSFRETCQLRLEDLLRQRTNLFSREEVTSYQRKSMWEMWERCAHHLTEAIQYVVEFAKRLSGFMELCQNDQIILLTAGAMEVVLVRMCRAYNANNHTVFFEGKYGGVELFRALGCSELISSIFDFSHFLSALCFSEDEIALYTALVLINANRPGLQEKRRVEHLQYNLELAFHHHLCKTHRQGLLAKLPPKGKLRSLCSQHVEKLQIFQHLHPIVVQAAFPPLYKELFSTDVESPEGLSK
#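 Stably transfected Drosophila Schneider cells are the test system, with ROR gamma fused to Gal4 and luciferase under UAS control; luminescence is read after 20 hr of 700 uM copper sulfate induction at ambient temperature.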
# FLuc counter: qHTS profiling assay for firefly luciferase inhibitor/activator using purifed enzyme and Km concentrations of substrates (counterscreen for miR-21 project); purified FLuc, Km substrates, luminescence inhibition; hit rate 6.9% among 360,000; Potency, µM (doses to about 57.5 µM), for the others: at the highest dose activity change, negative = inhibition, actives largely listed as inhibitors; Luciferin 4-monooxygenase (Photinus pyralis), P08659;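 also: plate controls were vehicle for no effect and reference inhibitor for full effect; nearly all actives have a fitted effect of over 55% in size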
#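 Purified P. pyralis luciferase, 10 nM final, with Km-level 10 uM D-luciferin and 10 uM ATP in 50 mM Tris acetate pH 7.5, 10 mM Mg acetate, 0.01% Tween-20, 0.05% BSA; 6-point qHTS titration about 60 µM downward; luminescence read.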
# BRCA1 expr act: qHTS Assay to Identify Small Molecule Activators of BRCA1 Expression. hit rate 1.1% among 380,000. Potency, µM (top dose mostly 46.1 µM), inactives show at the highest dose activation, usual class: activators. AID 624202, 2012. MCF7-BRCA1-FFLuc reporter, luminescence, 48 h; response scale: scaled: vehicle 0%, 10 µM genistein 100%; also: nearly all actives have a fitted effect of over 80% in size; some results filed as inactive show a strong effect at the top dose
#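 MCF7 cells carrying a BRCA1-firefly luciferase reporter (2000 cells/well, phenol-red free MEM) were attached for 2 h at 37 °C, then given compounds for 48 h. Luminescence was read 15 min after luciferase reagent; activity normalized to genistein (10 microM) and DMSO.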
# Numbers without * were called inactive; ? = inconclusive; · = no result given; & = joins results of further samples; [ ] = dose if it differs, or a comment. Unless noted, calls follow the shape of the dose curve; as a rule, active = well fitted curve in the direction sought with a large enough effect; inconclusive = small, poorly fitted or top-dose-only effect, or another doubt; inactive = no such curve, though single readings can be large; an effect the other way counts as inactive or inconclusive. Potency is read from the fitted curve at half-maximal effect.
Compound	MBNL1-CUG inh	ELG1 genotoxic	Rab9 prom act	VP16 counter	p53 reactivation	NPC1 promoter act	uPA generation	RORgamma inh	FLuc counter	BRCA1 expr act
O=S(=O)(/N=C/c1ccccc1O)c1cccs1	-4.8%	0.5%	5.2%	-3.6%	5.0%	0.0%	8.0%	-0.8%	2.1%	5.8%
Cc1ccccc1C(=O)NC(=S)NCC1CCCO1 (stereo unspecified)	-1.0%	3.4%	-3.1%	?	1.6%	-2.0%	-0.2%	14.1µM*	-2.5%	8.7%
O=C(NCC1CCCO1)c1ccc(COc2ccc(F)cc2)o1 (stereo unspecified)	-5.8%	-5.2%	-1.7%	0.1%	10.1%	-2.0%	2.1%	25.9%	0.1%	1.9%
CC(Sc1nnnn1C1CC1)C(=O)Nc1cccc(S(=O)(=O)N2CCOCC2)c1 (stereo unspecified)	·	1.0%	-2.6%	·	-5.1%	-3.3%	-13.3%	·	2.3%	-13.1%
Cc1cc(C)cc(NC(=O)Nc2ccc(N3CCCCC3)cc2)c1	·	?	3.98µM*	-6.4%	24.7%	3.55µM*	0.3%	-29.8%	2.69µM*	?
COC(=O)c1ccc(N2CCOCC2)c(NC(=O)Nc2cccc(OC)c2)c1	7.7%	-0.7%	-6.2%	-7.0%	2.4%	0.1%	-2.8%	-22.3%	-3.9%	-14.3%
CC(C)N(C(=O)NC(=O)Nc1ccccn1)S(C)(=O)=O	·	0.2%	-4.2%	0.2%	18.2%	1.4%	1.9%	-2.7%[10 µM]	9.4%	6.8%
NS(=O)(=O)c1ccc(CCNC(=O)CCNC(=O)c2ccco2)cc1	-11.8%	-4.4%	0.9%	4.3%	-12.6%	-2.3%	-0.7%	-4.5%	-0.5%	0.1%
C=CCn1c(SCC(=O)NCc2ccc3c(c2)OCO3)nnc1C1COc2ccccc2O1 (stereo unspecified)	-1.3%	-0.9%	0.7%	-7.7%	-16.8%	-1.5%	6.1%	-2.3%	3.8%	0.1%
CCOC(=O)N1CCN(C(=O)c2cc3ccccc3o2)CC1	-3.2%	5.1%	-3.7%	0.7%	7.3%	-2.5%	-4.4%	-26.3%[1.91 µM]	-9.8%	8.4%
Cc1cc(Cl)ccc1OCC(=O)N1CCCN(C(=O)COc2ccc(Cl)cc2C)CC1	5.5%	-12.2%	2.8%	-14.0%	-7.4%	0.9%	-3.6%	?	-0.5%	-54.6%
Cc1ccc(C(=O)CC(SCC(=O)O)c2ccc([N+](=O)[O-])cc2)cc1 (stereo unspecified)	-3.2%	3.7%	3.3%	-3.5%	2.4%	1.5%	-34.9%	-10.9%	?	6.3%
COc1ccc(C(=O)CN2C(=O)COc3ccccc32)cc1	-6.2%	6.3%	-2.0%	5.6%	-3.5%	-5.9%	0.0%	41.9%	2.4%	-12.0%
CC(C)C(=O)Nc1ccc(Nc2ccccc2)cc1	-7.0%	19.6%	-5.2%	-1.8%[0.365 µM]	-8.2%	0.0%	-6.4%	?	19µM*	70.7%
Cc1ccc(Cn2ccc(NC(=O)c3cc4nc5c(c(C(F)(F)F)n4n3)CCc3ccccc3-5)n2)cc1	-6.0%	-0.9%	-2.5%	-9.3%	-1.8%	-6.4%	·	10.0%	6.3%	·

# (more compounds)
Compound	MBNL1-CUG inh	ELG1 genotoxic	Rab9 prom act	VP16 counter	p53 reactivation	NPC1 promoter act	uPA generation	RORgamma inh	FLuc counter	BRCA1 expr act
Cc1ccc(NC(=O)C2CCN(S(=O)(=O)c3ccc4c(c3)C(C)(C)C(=O)N4C)CC2)c(C)c1	2.7%	1.9%	0.9%	5.1%	5.4%	0.0%	11.5%	11.9%	1.6%	0.0%
Cc1ccc(NS(=O)(=O)Cc2ccccc2)nc1	-4.9%	10.1%	12.6%	29.0%	6.5%	15.1%	0.7%	-43.9%	?	40.3%
CCOc1ccccc1C(=O)OCC(=O)NCCc1ccc(OC)cc1	·	-2.2%	-2.2%	·	22.3%	0.1%	0.6%	·	5.2%	0.6%
COc1ccc(-c2c3c(=O)n(C)c(=O)n(C)c3cn2Cc2ccccn2)cc1	-4.1%	2.3%	1.4%	1.5%	1.5%	-6.3%	4.8%	6.1%	1.4%	-1.3%
O=C(c1ccc(S(=O)(=O)N2CCCC2)cc1)N1CCN(c2ccccc2F)CC1	-7.7%	-5.1%	5.5%	-6.8%	1.3%	-0.1%	?	5.5%	-0.4%	-13.7%
COc1cc(OC)c(N(C)S(=O)(=O)c2cccc(C(=O)Nc3nnc(C4CC4)s3)c2)cc1Cl	-3.1%	-2.2%	1.3%	9.0%	-1.0%	-3.8%	15.8%	-15.9%	-1.4%	-7.3%
O=C(Nc1cccn2ncnc12)c1cccc(C(F)(F)F)c1	5.4%	14.4%	19.8%	27.1%	19.2%	9.4%	-2.2%	1.2%	-13.8%	-23.1%
Nc1nc(SCC(=O)NCc2ccccc2)n[nH]1	7.0%	-0.3%	0.0%	-8.6%	7.6%	4.9%	0.5%	-23.3%[10 µM]	1.5%	-0.3%
COc1ccc(Br)cc1CN(C)CC(=O)Nc1ccccc1Cl	-0.8%	-2.6%	1.7%	-17.1%	-10.2%	7.7%	6.0%	42.9%	1.0%	-25.8%
CNC(=S)N1CCN(c2cccc(OC)c2)CC1	-3.8%	3.6%	0.5%	-2.2%	-2.6%	-3.3%	-3.1%	-1.6%	-0.3%	3.8%
CSCSC1=C(C#N)C(c2ccc(Cl)cc2)C(C(C)=O)=C(C)N1 (stereo unspecified)	3.2%	?	-6.5%	?	-9.6%	-1.1%	·	14.1µM*	7.1%	·
COc1ccc(NC(=O)c2cc(C)on2)cc1OC	-10.5%	17.3%	14.9%	9.0%	1.7%	-4.4%	4.1%	-5.0%	0.6%	14.5%
COc1cc(/C=N/NC(=O)Cn2nnc3ccccc32)ccc1O	?	-0.2%	11.5%	7.2%	-5.9%	-3.4%	-1.0%	5.5%	-6.1%	7.0%
COc1cc(C(=O)NCC2(c3ccccc3)CCCC2)cc(OC)c1OC	-6.5%	-8.3%	-0.3%	-2.6%	-11.4%	2.4%	-0.2%	41.0%	3.6%	-7.7%
COCCNC(=S)Nc1ccc2nc(N3CCN(C)CC3)cc(C)c2c1	-5.4%	-1.4%	7.2%	3.7%	-6.5%	-2.2%	0.9%	1.5%	7.6%	-0.8%

# Later entries.
Compound	MBNL1-CUG inh	ELG1 genotoxic	Rab9 prom act	VP16 counter	p53 reactivation	NPC1 promoter act	uPA generation	RORgamma inh	FLuc counter	BRCA1 expr act
Cc1c(NC(=S)N/N=C/c2ccc(N(C)C)cc2)c(=O)n(-c2ccccc2)n1C	?	0.5%	-11.3%	?	2.2%	0.2%	2.6%	17.8µM*	-12.9%	-2.2%
CCCCNC(=O)N(O)C1N(/N=C/c2cccs2)C(=S)SC1(C)C (stereo unspecified)	·	0.2%	1.5%	-9.1%	12.6%	1.0%	-9.8%	-30.2%	6.1%	-7.8%
CC1=C(C(=O)NCc2ccccc2)C(c2cccs2)n2ncnc2N1 (stereo unspecified)	1.2%	-0.7%	4.4%	-2.8%	-12.2%	0.2%	-1.7%	13.1%	3.1%	4.6%
CCCCNCCOCCOc1ccc(C)cc1[N+](=O)[O-]	16.8%	-4.2%	-0.8%	-10.3%	-8.6%	-5.7%	-3.2%	-1.6%	1.0%	-2.0%
Cc1[nH][nH]c(=O)c1C(c1c(C)[nH][nH]c1=O)c1cn(Cc2ccccc2Cl)c2ccccc12	2.3%	16.3%	-5.0%	-10.5%	5.8%	-11.0%	-12.2%	?	1.4%	-43.3%
CCC(=O)N1c2ccc(S(=O)(=O)CCC(=O)NCc3ccc4c(c3)OCO4)cc2CC1C (stereo unspecified)	-2.4%	0.5%	-2.3%	-4.0%	0.1%	1.5%	1.6%	11.8%	2.5%	5.9%
CN(Cc1cc(=O)n2ccsc2n1)Cc1nc2ccccc2c(=O)[nH]1	0.8%	-0.9%	-3.1%	?	-2.3%	-1.1%	11.4%	7.94µM*	-0.1%	-18.5%
Cc1ccc(COc2ccc(C)nc2[N+](=O)[O-])cc1	?	3.66µM*	0.708µM*	-9.2%	?	0.794µM*	-4.7%	0.1%	2.39µM*	4.47µM*
Cc1cc(Br)ccc1NC(=O)CCS(=O)(=O)c1cccc2nonc12	?	-6.2%	0.8%	-9.7%	3.9%	0.5%	-5.8%	-35.0%	-1.1%&-2.3%	-8.6%&4.9%
O=C(c1ccco1)N1CCN(Cc2nc(Cc3ccccc3)no2)CC1	-5.2%	-0.7%	-3.7%	-1.5%	0.7%	9.9%	0.9%	-2.9%	-2.4%	-18.4%
N/C(=N\OC(=O)CCCC(=O)O)c1ncc(C(F)(F)F)cc1Cl	-11.9%	-1.4%	-1.4%	-24.7%	0.2%	-0.6%	-1.2%	-1.5%	-5.9%	-5.4%
CCOC(=O)c1cnc(/N=C/N(C)C)s1	4.4%	9.9%	4.2%	9.1%	6.9%	8.0%	0.0%	10.6%	-5.3%	-4.5%
